Growth percent in the NCI-60 one-dose screen (48 h, 10 µM unless noted): 100 = growth as untreated, 0 = no growth, -100 = all killed.
786-0 = 786-0 renal cancer cells. 5.1% of 81,000 active
CAKI-1 = CAKI-1 renal cancer | 4.7% of 75,000 active
ACHN = ACHN renal cancer | 4.9% of 81,000 active
SN12C = SN12C renal cancer cells; 3.8% of 81,000 active
TK-10 = TK-10 renal cancer cells; 3.9% of 81,000 active
UO-31 = UO-31 renal cancer; 5.2% of 81,000 active
RXF 393 = RXF 393 renal cancer cells; 6.9% of 77,000 active; AID 1794773
A498 = A498 renal cancer cells | 5.4% of 76,000 active
* hit, by the source's call; / = no result given; & = joins results of further samples. Rule for the calls: active = growth percent below 10; inactive = the rest.

smiles	786-0	CAKI-1	ACHN	SN12C	TK-10	UO-31	RXF 393	A498
COc1cc2ncnc(Nc3ccc(S(=O)(=O)Nc4nccs4)cc3)c2cc1OCCCN1CCN(c2ccccc2)CC1	108	95	108	104	112	83	119	98
CCc1nn2c(-c3ccc(OC)c(OC)c3)c(-c3cc(OC)c(OC)c(OC)c3)nc2s1	79	49	79	88	51	36	78	96
CC(C)(CC(=O)O)c1ccccc1	106&104	102	99&100	106&107	118&107	98&81	117&111	112&85
C=C1SC(=Nc2ccccc2Cl)N(C(=O)c2sc3ccccc3c2Cl)C1(C)C	78	49	46	79	107	107	94	90
NS(=O)(=O)c1ccc(C(=O)N/N=C/c2c[nH]c3ccccc23)cc1	102	89	100	101	105	69	118	108
Oc1ccc(-c2[nH]ncc2-c2cnn(-c3ccccc3)c2)c(O)c1	100	93	86	88	117	88	/	94
CC(Nc1ncnc2ccc(-c3ccc4oc(N)nc4c3)cc12)c1ccccc1 (configuration not stated)	-48*	-41*	-64*	-18*	-41*	-76*	-78*	50
CCCCNCCCCCNc1cc(OC)cc2cccnc12	90	114	100	98	100	63	88	88
Cc1cc2c(C(C)C)c(O)c(O)c(C=NCCCS(=O)(=O)O)c2c(O)c1-c1c(C)cc2c(C(C)C)c(O)c(O)c(C=NCCCS(=O)(=O)O)c2c1O	87	77	63	71	71	76	62	45
O=C1OC(c2ccc(Cl)c(Cl)c2)C(=O)C1=O (configuration not stated)	112	92	102	105	142	/	115	145
Cc1cc(O)cc(-c2nn(C)cc2-c2cc(NC[C@@H](C)O)nc(-c3cccnc3)n2)c1	69	101	97	84	101	88	89	42
ClSSc1c2ccccc2cc2ccccc12	97	112	105	100	117	84	114	88
COCCCNc1nc(NC(=O)c2ccc(F)cc2Cl)cc(-c2cccnc2)n1	83	92	105	95	91	79	102	54
CCCCCCCC(=O)NC(O)C(Cl)(Cl)C(C)Cl (configuration not stated)	95	97	102	100	85	83	107	99
Clc1cnc(NC2CCNC2)nc1-n1cnc2ccccc21 (configuration not stated)	103	83	98	101	113	94	106	/
Cc1nc(SCC(=O)c2ccccc2)n(Nc2ccccc2)c1C	106	88	107	100	128	69	103	91
COC(=O)C(Cc1ccccc1)Nc1nc(NC(Cc2ccccc2)C(=O)OC)nc(N2CCOCC2)n1 (configuration not stated)	100	87	109	104	103	81	113	107
Nc1nccc2c1ccn2-c1ccc(NC(=O)Nc2cccc(C(F)(F)F)c2)cc1	110	97	92	87	/	81	98	88
O=c1[nH]nc2c3c(cccc13)NC(CN1Cc3ccccc3C1)=N2	89	83	90	87	81	59	93	79
COC(=O)c1c(OC2=CC(=O)C(OC)=C(CC=C(C)C)C2=O)cc(O)c(CC=C(C)C)c1O	100	88	100	100	100	61	124	127
CCCCCCCCCCCC1=NC(C)(C)CN1c1ccccc1	86	84	94	97	109	71	92	88
Cc1ccc(NC(N)=O)cc1	108	101	105	118	103	96	116	100
CNC(=O)NNC(=O)NC	102	97	100	102	/	93	/	111
COc1cccc(/C=C2/C[C@]3(C)[C@H]4CC[C@@H]5[C@@H](C(=O)/C=C/c6cccc(OC)c6OC)CC[C@@]5(C)[C@]4(C)CC[C@H]3C(C)(C)C2=O)c1OC	104	60	90	99	127	92	96	119
Clc1cc(Cl)cc(N2N=C(c3cccc(Nc4ccncc4)c3)CC2c2ccccc2)c1 (configuration not stated)	86	27	15	71	90	62	/	103
Cn1ccnc1C(=O)/C=C/c1ccc(CC(=O)Nc2nc3ccccc3s2)cc1	100	90	94	95	120	78	/	102
O=[N+]([O-])c1cc2c(cc1O)OCO2	101	98	100	105	119	95	208	107
N#Cc1c(-c2ccccc2)nc(SCC(=O)Nc2nc(-c3ccc(Cl)cc3)cs2)[nH]c1=O	96	89	103	104	110	83	110	88
O=C(C#Cc1ccccc1)c1ccccc1	96	105	107	111	99	91	91	94
NC1=C(Cl)C(=O)c2ccccc2C1=O	106	90	77	63	120	84	103	104

Next part, starting with the last two of the part before.
smiles	786-0	CAKI-1	ACHN	SN12C	TK-10	UO-31	RXF 393	A498
O=C(C#Cc1ccccc1)c1ccccc1	96	105	107	111	99	91	91	94
NC1=C(Cl)C(=O)c2ccccc2C1=O	106	90	77	63	120	84	103	104
Cc1ccc(NC(=O)/C=C/C(=O)O)c(NC(=O)/C=C/C(=O)O)c1	104	88	99	98	143	67	102	101
COc1cc(-c2noc(-c3cccnc3)n2)cc(OC)c1OC	97	90	98	96	118	85	105	70
COC(=O)c1c(C)[nH]c2c3c(c(OC(C)=O)cc12)[C@H]1C[C@@H]2[C@@]4(C)CCCC(C)(C(=O)O)[C@@H]4CC[C@@]32C=C1C(C)C (some centres not stated)	98	85	78	85	115	77	98	100
O=C(CSc1nc2sc3c(c2c(=O)n1-c1ccc(Cl)cc1)CCCC3)NNC(=O)Nc1cccc(C(F)(F)F)c1	30	14	6.9*	15	48	13	82	-5.5*
CC(C)(C)c1cc(/C=N/Nc2cc(Cl)ncn2)c(O)c(C(C)(C)C)c1	46	60	56	64	53	34	65	/
CC(=O)CCSc1ccc(O)cc1	99	/	104	101	100	86	104	99
CCOC(=O)C1=C(CCl)N(C)C(=O)NC1c1ccc2c(c1)OCO2 (configuration not stated)	54	37	50	59	45	69	41	56
CCCCNc1nc(NN2C(=O)c3cccc4cccc(c34)C2=O)nc(-n2cnc3ccccc32)n1	98	76	81	90	100	44	75	36
c1ccc(-c2c3c(n(C4CCCCC4)c2-c2ccccc2)N=NN2CCN=C32)cc1	102	81	101	99	116	73	109	/
CN(NS(=O)(=O)c1ccc([N+](=O)[O-])cc1)c1ccccc1	106	81	87	90	126	82	112	99
COc1cc2c(c(OC)c1OC)-c1ccc(OC)c(=O)cc1[C@@H](NC(=O)CCl)CC2	15	30	25	19	34	33	-13*	-5.0*
COc1ccc(/C=C/C(=O)c2ccc(NC(=O)CSc3nnc(-c4ccc(-c5nc6ccccc6[nH]5)cc4)o3)cc2)cc1OC	104	105	97	98	107	88	111	92
COC(=O)[C@H](Cc1ccccc1)NC(=O)[C@@H](N)CC(=O)O	91	91	97	102	104	77	106	117
CCOC(=O)c1cn2c3c(c(C)cc(C)c3c1=O)C(=O)/C(=C/c1cccc(Cl)c1Cl)C2	80	77	76	74	92	70	70	59
COc1cc(Cn2c(SCC(=O)Nc3ccc(Cl)cc3)nc3ccccc3c2=O)cc(OC)c1OC	-11*	71	19	71	68	18	19	41
COc1cc(-c2nnc(Nc3ccc(C(F)(F)F)cc3)o2)cc(OC)c1OC	100	88	99	103	119	91	108	93
CC1=CC=CN2CCC(=O)N=C12	94	101	105	101	122	88	105	108
c1cc2[nH]c3ccncc3c2cn1	105&126	88&87	83&91	95&101	91&105	71&68	103&105	108&85
NS(=O)(=O)Oc1ccc(CNC(=O)C23CC4CC(CC(C4)C2)C3)cc1	99	94	102	96	98	81	106	/
CCc1cccc(CC)c1N1C(=O)CSCC1=O	107	101	101	100	117	87	101	95
O=C1C2C(c3cccs3)C=C(c3ccc(Cl)cc3)N2C(=S)N1c1ccccc1 (configuration not stated)	102	91	96	96	116	71	102	89
Cc1cc(C)c2c(n1)sc1c(Nc3ccc(OCc4ccc(Cl)cc4)cc3)ncnc12	91	99	97	100	95	83	118	81
CCCCN(C)c1ncnc2[nH]ncc12	105	110	107	98	110	101	104	86
NS(=O)(=O)c1ccc(NC(=S)/N=C/C2=C(O)c3ccccc3C2=O)cc1	102	94	92	94	131	78	92	87
COc1ccc(C(=O)Nc2cccc(-c3cc(=O)c4ccccc4o3)c2)cc1OC	95	97	96	92	101	92	/	81
O=C(O)c1ccc(NC(=O)c2nc(-c3ccccc3)n(-c3ccc(Cl)cc3)n2)cc1	99	102	104	/	91	66	114	92
COc1ccc(/C=C2\Oc3cc(C)c(Cl)cc3C2=O)cc1	102	92	107	107	118	84	109	/
COc1cc(OC)c(S(N)(=O)=O)cc1C(=O)/C=C/c1ccc(Cl)cc1	14	22	12	16	-5.3*	7.2*	-40*	/
COc1ccc(-c2cc(-c3ccccc3)nc(SCCCC(=O)O)n2)cc1OC	99	82	96	95	99	77	81	91
Nc1nc2c(nc(N)n2[C@@H]2O[C@H](CO)[C@@H](O)[C@H]2O)c(=O)[nH]1	101	95	103	92	104	89	103	/

smiles	786-0	CAKI-1	ACHN	SN12C	TK-10	UO-31	RXF 393	A498
CC(C)(C)c1ccc(O)c(O)c1	105	105	101	114	108	85	122	112
O=C(Cn1cc(COn2nnc3ccccc32)nn1)Nc1ccc(Cl)cc1	100	96	106	100	102	83	114	108
O=C(CCl)Nc1ccccc1SCc1cc(Cl)cc2c1OCOC2	100	35	85	91	126	76	77	103
COc1ccc2nc(NC(=O)c3cc(-c4cc(OC)c(OC)c(OC)c4)n4nc(-c5ccccc5)cc4n3)sc2c1	106	91	101	96	96	61	95	102
COc1nc2c(c(=O)n1C)CN(Cc1ccccc1)C(=O)CN2	97	99	94	97	/	79	98	94
COc1ccccc1NC(=O)C1=C(C)NC(C)=C(C(=O)Nc2ccccc2OC)C1c1cccc([N+](=O)[O-])c1	85	50	55	68	97	/	79	128
Cc1cc(C)n(C(=O)CSc2nnc3sc4ccccc4n23)n1	/	84	104	98	103	84	99	110
COC(=O)c1c(C(=O)OC)c2ccc3c4ccccc4ccc3n2c1C(=O)C(F)(F)F	101	97	109	101	97	97	169	120
COc1ccc(Nc2ncccc2C(=O)NCc2cn(Cc3cc(OC)cc(OC)c3)nn2)cc1	95	101	94	109	108	66	96	96
O=C1C=C(N2CCCCC2)C(=O)c2ccccc21	107	103	94	96	120	63	98	101
CCOC(=O)c1c(C=O)nc2ccccc2c1/C=C/c1ccc(OC)cc1	/	93	97	98	136	86	102	70
BrCCc1ccc(CCCc2ccccc2)cc1	88	99	103	96	81	74	96	110
COc1ccc(/C=C/c2n[nH]c3ccc(N4CCOC4=O)cc23)cc1	11	4.6*	6.9*	24	-9.7*	-46*	/	-20*
COc1cc2nc(Cl)nc(Nc3cccc(C4=NN(C=O)C(c5ccc6c(c5)OCO6)C4)c3)c2cc1OC (configuration not stated)	82	72	93	90	109	67	79	78
COc1cc2c(cc1OC)C1=NN(C(=O)Nc3c(C)cccc3C)C(c3ccc(F)cc3)C1C2 (configuration not stated)	91	78	96	96	/	74	99	91
Cc1ccc(-c2ccc(SCC(=O)Nc3ccc(S(N)(=O)=O)cc3Br)nn2)cc1	16	57	12	39	85	71	/	87

Ordered by length of the SMILES (ascending): 4 of the compounds above.
smiles	786-0	CAKI-1	ACHN	SN12C	TK-10	UO-31	RXF 393	A498
O=C(CCl)Nc1ccccc1SCc1cc(Cl)cc2c1OCOC2	100	35	85	91	126	76	77	103
CCOC(=O)c1c(C=O)nc2ccccc2c1/C=C/c1ccc(OC)cc1	/	93	97	98	136	86	102	70
Cc1ccc(-c2ccc(SCC(=O)Nc3ccc(S(N)(=O)=O)cc3Br)nn2)cc1	16	57	12	39	85	71	/	87
COc1ccccc1NC(=O)C1=C(C)NC(C)=C(C(=O)Nc2ccccc2OC)C1c1cccc([N+](=O)[O-])c1	85	50	55	68	97	/	79	128

Compound activity from PubChem BioAssay.
